Assay outcomes as filed in PubChem.
PGC1a acetyl inh: modulators of PGC1a acetylation | U2OS PGC1a acetylation, AlphaScreen anti-acetyl-lysine; with virally co-expressed GCN5 acetyltransferase | inhibition, % at 15.6 µM | 350,000 compounds, 0.17% hits;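 active = every replicate shows inhibition of at least 40%; inconclusive = mean inhibition at least 40% but some replicate below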;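 also: 0% = neutral control wells and 100% = positive control wells; some results beyond the cut were filed as inactive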
PAX8 reporter: lowers PAX8-driven luciferase in RMG-I cells; inhibition, % at 12.6 µM; AID 652154; RMG-I TPO-luciferase reporter, SteadyGlo, 24 h; 360,000 compounds, 1.2% hits;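 active = mean replicate inhibition at least 60% with every replicate also reaching 60%; inconclusive = only one of the two criteria is met; inactive = mean below 60% and not all replicates reaching 60%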;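 also: luciferase light reporting Pax8 driven TPO promoter activity; plate controls were median of neutral control wells for no effect and mitoxantrone controls for full effect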
ARNT TACC3 PPI: disrupts binding between human ARNT and TACC3. Q9Y6A5. AlphaScreen His-ARNT PAS-B/GST-TACC3 binding, luminescence; TACC3 fragment carries E629A point mutation. inhibition, % at 9.99 µM. 390,000 compounds, 0.66% hits;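 active = mean inhibition of replicates at least 50% and at least half of replicates each reaching 50%; inconclusive = half or more replicates reach 50% but mean below 50%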;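 also: 0% = complete ARNT plus TACC3 wells and 100% = ARNT alone without TACC3; many hits fall short of the cut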
PglD inh: inhibitors of Campylobacter jejuni PglD acetyltransferase | purified PglD enzyme, DTNB colorimetric CoA detection | inhibition, % at 12.5 µM | 360,000 compounds, 0.098% hits | AID 602405; in the data active = inhibition above about 16%, passing the limit was not always enough; inconclusive = no clear call, values can overlap the other calls; also: strong numbers were not always called active
LGR2 antag: inhibitors of bursicon-induced Drosophila LGR2 receptor cAMP signaling; HEK293 LGR2, CRE-luciferase, bursicon-stimulated, 4 h; inhibition, % at 9.99 µM; 380,000 compounds, 0.35% hits;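 active = drop in luminescence signal, shown as inhibition above about 50% in the replicate tests, limit read from the data, passing the limit was not always enough; inconclusive = probably only some replicates passing the limit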;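 also: agonist challenge used bursicon conditioned medium at about half maximal strength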
Statin myotox sup: protects C2C12 myotubes from simvastatin toxicity; rescue of ATP level, % at 7.49 µM; AID 602340; 330,000 compounds, 0.78% hits; ATP luminescence, 48 h; scaled: DMSO 0, geranylgeraniol control 100;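 active = mean ATP rescue above about 67%, or every replicate alone reaching that limit, limit read from the data, passing the limit was not always enough; inconclusive = no clear call, values can overlap the other calls; inactive = mean under the limit and some replicate under it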;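 also: myotubes were challenged with 10 µM simvastatin during compound exposure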
Cneo AK release: Cryptococcus neoformans lysis via adenylate kinase release; C. neoformans lysis, adenylate kinase release luminescence, 4 h; normalised: neutral wells 0, clomiphene wells 100; lysis activity, % at 15 µM; 360,000 compounds, 0.2% hits;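 active = mean lysis activity across replicates of at least 80%, whatever share of replicates individually reach that level; inactive = mean lysis activity below 80%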
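Material – Cryptococcus neoformans yeast cells · Quantity – 5 × 10^6 yeast cells/mL · Buffer or medium – YPD medium · Compound – single dose · Timing – 4 h static compound exposure, 37 °C, read 1 h post-reagent · Signal – adenylate kinase release luminescence · Read-out basis – lysis from increased AK signal · Benchmarks – Clomiphene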
INS-1E GSIS act: primary screen for activators of insulin secretion dependent on glucose, INS-1E cells, GLuc reporter luminescence; 370,000 compounds, 0.61% hits; INS-1E GLuc reporter insulin secretion, 2-3 h; activation, % at 16.6 µM;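 active = lowest replicate activation of at least 40%, so every replicate reaches that level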;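 also: 0% = median of neutral control wells and 100% = median of IBMX positive control wells; some compounds called inactive have numbers as strong as hits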
Active calls of the source: *; ? = inconclusive; / = no result given; & = joins results of further samples.

Sequence of screens – INS-1E GSIS act	ARNT TACC3 PPI	Statin myotox sup	PglD inh	PAX8 reporter	PGC1a acetyl inh	Cneo AK release	LGR2 antag
COc1ccccc1NC(=O)N(C)C[C@@H]1OCc2cnnn2CCCC(=O)N([C@H](C)CO)C[C@@H]1C
    -9&10	-4	1&-14	5&9	-11&14	3&-3	-1&48	-6
COCC(=O)N1CC[C@@H]2[C@H]1c1cc(-c3ccc(F)cc3)ccc1N(C)[C@@H]2CO
    -4	-11	7	-7	10	-34	-15	-8
O=C(CSc1nc2c(cnn2-c2ccc(F)cc2)c(=O)[nH]1)N1CCCc2ccccc21
    /	-10	/	0	13	/	2	/
CCN(C(=O)c1cccc(NC(=O)c2ccccc2)c1)C1CCCCC1
    -14	-1	-4	4	9	-8	3	9
Cc1ccc(Cc2c(-c3ccco3)nc3c4ccccc4ccn23)cc1
    13	/	2	-4	-87	-8	-3	11
Cc1ccc(OCCSc2nc(N)cc(N)n2)cc1
    -8	-5	/	/	-162	-12	/	/
CCN(CC(=O)Nc1ccc2c(c1)OC(F)(F)O2)Cc1nc2ccccc2c(=O)[nH]1
    -28	-16	10	-2	/	-6	-1	-22
COCC(=O)Nc1ccc2c(c1)C(=O)N(C)C[C@H](OC)[C@@H](C)CN(C(=O)c1ccccn1)[C@@H](C)CO2
    -11	-9	-5	1	0	-8	-4	-13
COc1ccc(NC(=O)Cn2c(=O)n(-c3ccccc3)c(=O)c3sccc32)c(OC)c1
    25	-3	-13	/	-9	9	/	2
O=C(c1ccco1)N1CCn2cccc2C1c1ccccc1 (stereo not drawn)
    2	-3	/	/	3	4	/	-4
CC(Sc1nnc(-c2ccccc2F)n1C1CC1)C(=O)NCc1ccco1 (stereo not drawn)
    6	-19	17	2	-2	-12	1	12
COc1ccc(NC(=O)Nc2ccc3c(c2)CC(=O)N([C@H](C)CO)C[C@H](C)[C@H](CN(C)S(=O)(=O)c2cccs2)O3)cc1
    -8	/	5	2	-24	2	0	-1
O=Cc1c(N2CCN(c3cccc(Cl)c3)CC2)nc2ccccn2c1=O
    /	/	16	0	8	-43	-2	/
COc1ccc(S(=O)(=O)Nc2ccc3c(c2)CC(=O)N([C@@H](C)CO)C[C@@H](C)[C@H](CN(C)C(=O)Nc2ccc(C(F)(F)F)cc2)O3)cc1
    2	2	-3	0	13	2	2	1
CCc1ccc(CNC(=O)CCCn2c(=O)c3cccn3c3cccnc32)cc1
    -16	-9	26	-2	-17	/	2	-1

Complete entries as entered above.
`CCc1ccc(CNC(=O)CCCn2c(=O)c3cccn3c3cccnc32)cc1` in the list: INS-1E GSIS act: -16; ARNT TACC3 PPI: -9; Statin myotox sup: 26; PglD inh: -2; PAX8 reporter: -17; PGC1a acetyl inh: /; Cneo AK release: 2; LGR2 antag: -1
`COCC(=O)Nc1ccc2c(c1)C(=O)N(C)C[C@H](OC)[C@@H](C)CN(C(=O)c1ccccn1)[C@@H](C)CO2` in the list: INS-1E GSIS act: -11; ARNT TACC3 PPI: -9; Statin myotox sup: -5; PglD inh: 1; PAX8 reporter: 0; PGC1a acetyl inh: -8; Cneo AK release: -4; LGR2 antag: -13

(listing goes on)
Sequence of screens – INS-1E GSIS act	ARNT TACC3 PPI	Statin myotox sup	PglD inh	PAX8 reporter	PGC1a acetyl inh	Cneo AK release	LGR2 antag
Cc1ccc(S(=O)(=O)Nc2ccc3c(c2)C(=O)N([C@@H](C)CO)C[C@@H](C)[C@H](CN(C)C(=O)Nc2ccc(F)cc2)O3)cc1
    12	-7	17	-2	-11	-11	-1	-7
C[C@H]1CN([C@@H](C)CO)C(=O)c2cccc(NC(=O)c3nc4ccccc4s3)c2O[C@H]1CN(C)Cc1ccc(C(=O)Nc2ccccc2N)cc1
    -29	/	-29	/	/	-104	/	-4
C[C@@H]1CN([C@H](C)CO)C(=O)c2cc(NC(=O)Nc3ccc4c(c3)OCO4)ccc2O[C@@H]1CN(C)Cc1ccc(C(=O)O)cc1
    -7	2	19	0	/	2	0	12
O=C(CNCC1(N2CCOCC2)CCCCC1)Nc1ccc(Cl)cc1
    -16	-8	/	/	-5	2	/	4
O=C(CN1CCN(Cc2ccccc2)CC1)Nc1ccc(-n2cnnn2)cc1
    1	-5	1	3	-4	1	1	10
Cn1nc(-c2ccccc2)c(COC(=O)c2cccc(Cl)c2)c1S(=O)(=O)c1ccccc1
    /	-1	15	-2	/	-8	11	/
CC(/C=C/c1ccccc1F)=N\NC(=O)C(C)C
    33	2	/	-3	-34	-11	-11	-25
Cc1onc(-c2ccccc2)c1C(=O)Nc1ccon1
    19	-2	9	-5	/	-20	0	0
O=C(COc1ccccc1F)Nc1ccccc1C(=O)NC1CC1
    -19	-5	3	4	6	/	1	-9
CCOC(=O)c1nnn(-c2ccc([N+](=O)[O-])cc2[N+](=O)[O-])c1C
    -2	11	/	/	30	5	/	24
CCOC(=O)CC1=C(C(=O)OCC)C(c2cccs2)C(C#N)=C(N)O1 (stereo not drawn)
    /	3	6	7	/	10	0	/
CCCNC(=O)[C@@H]1[C@@H](CO)[C@@H]2Cn3c(ccc(-c4cccc(F)c4)c3=O)[C@H]1N2C(C)=O
    4	0	4	0	2	/	1	-11
CCCNC(=O)C1(C)CCN(C(=O)Cc2ccc(OC)c(OC)c2)C1 (stereo not drawn)
    /	/	13	-10	1	-9	-5	-18
Cc1ccc(-c2cnc(NC(=O)c3cccc(Br)c3)s2)c(C)c1
    14	2	-17	-1	/	-10	2	4
Cc1ccc(C)c(C(C)NC(=O)c2ccncc2)c1 (stereo not drawn)
    /	5	1	-1	-24	-6	-1	/

(continued)
Sequence of screens – INS-1E GSIS act	ARNT TACC3 PPI	Statin myotox sup	PglD inh	PAX8 reporter	PGC1a acetyl inh	Cneo AK release	LGR2 antag
CC(C)c1ccc(CN(C(=O)C2COc3ccccc3O2)C2CCS(=O)(=O)C2)cc1 (stereo not drawn)
    /	11	7	-2	/	10	7	/
O=C(c1cccc(Cl)c1)N1CCN(c2ccc(N3CCOCC3)nn2)CC1
    3	-8	8	-3	-4	?	1	-2
O=C(Nc1cccc(C(=O)O)c1)/C(=C\c1ccco1)NC(=O)c1ccccc1Cl
    2	-3	1	1	6	/	0	7
Cc1nn(C)c(Nc2ccc(Br)cc2)c1Br
    -22	1	/	/	29	/	/	2
C[C@@H]1CN([C@@H](C)CO)C(=O)c2cccc(NC(=O)c3ccc(-c4nccs4)cc3)c2O[C@H]1CN(C)S(=O)(=O)c1cn(C)cn1
    9	-5	/	-2	/	4	0	0
Cc1ccc(-c2ccc3c(c2)O[C@H](CN(C)Cc2ccccn2)[C@H](C)CN([C@H](C)CO)S3(=O)=O)cc1
    -31	3	-15	0	/	-3	0	30
Cc1cc(C)cc(NC(=O)CSc2nc(N)c(NC(=O)c3cccs3)c(=O)[nH]2)c1
    -4	3	3	1	8	24	4	-1
CC1Cc2ccccc2N1C(=O)c1ccc(F)c(S(=O)(=O)N2CCOCC2)c1 (stereo not drawn)
    /	-6	2	3	23	-4	2	10
COc1ccc(CN2CCCC(CO)(Cc3ccc(F)cc3)C2)cc1C (stereo not drawn)
    /	6	-9	10	16	-12	0	7
N/C(=N\N=C\c1cccs1)SC1CC(=O)N(c2ccc(Br)cc2)C1=O (stereo not drawn)
    9	-11	/	/	-3	6	/	-13
COc1ccccc1-c1ccc2c(c1)O[C@@H](CN(C)CC1CCOCC1)[C@H](C)CN([C@H](C)CO)S2(=O)=O
    -7	-2	-49	2	10	-17	-2	18
COc1ccc(CC(=O)NNC(=O)COc2ccc(Cl)cc2C)cc1S(=O)(=O)N1CCOCC1
    -28	5	55	-5	19	2	0	20
Cc1cc(C(=O)N/N=C2\CC(=O)CC(C)(C)C2)c(C)n1-c1ccc(F)cc1
    -3	-1	/	-7	-4	-4	0	-1
CS(=O)(=O)N(CC(=O)Nc1ccccc1Sc1ccccc1)c1cccc(Br)c1
    /	-4	-14	5	/	-31	-2	/
C[C@@H]1CN([C@H](C)CO)C(=O)c2cc(NC(=O)Cc3ccccc3)ccc2O[C@@H](C)CCCCO[C@H]1CN(C)Cc1ccc(C(F)(F)F)cc1
    -12	0	-52	5	80*	11	4	2

Entries from the list above that contain a Cl atom, in the order listed:
Sequence of screens – INS-1E GSIS act	ARNT TACC3 PPI	Statin myotox sup	PglD inh	PAX8 reporter	PGC1a acetyl inh	Cneo AK release	LGR2 antag
O=Cc1c(N2CCN(c3cccc(Cl)c3)CC2)nc2ccccn2c1=O
    /	/	16	0	8	-43	-2	/
O=C(CNCC1(N2CCOCC2)CCCCC1)Nc1ccc(Cl)cc1
    -16	-8	/	/	-5	2	/	4
Cn1nc(-c2ccccc2)c(COC(=O)c2cccc(Cl)c2)c1S(=O)(=O)c1ccccc1
    /	-1	15	-2	/	-8	11	/
O=C(c1cccc(Cl)c1)N1CCN(c2ccc(N3CCOCC3)nn2)CC1
    3	-8	8	-3	-4	?	1	-2
O=C(Nc1cccc(C(=O)O)c1)/C(=C\c1ccco1)NC(=O)c1ccccc1Cl
    2	-3	1	1	6	/	0	7
COc1ccc(CC(=O)NNC(=O)COc2ccc(Cl)cc2C)cc1S(=O)(=O)N1CCOCC1
    -28	5	55	-5	19	2	0	20

Later entries:
Sequence of screens – INS-1E GSIS act	ARNT TACC3 PPI	Statin myotox sup	PglD inh	PAX8 reporter	PGC1a acetyl inh	Cneo AK release	LGR2 antag
CCn1cc(C(=O)N2CC(C)CC(C)C2)c(=O)c2cc(S(=O)(=O)N(C)C)ccc21 (stereo not drawn)
    21	2	-2	-5	5	/	0	45
O=C(NCCC1CCCCN1S(=O)(=O)c1ccccc1)C(=O)NCc1ccccc1F (stereo not drawn)
    -44	-4	-9	-8	5	/	2	10
CC(c1cccs1)N(Cc1ccco1)C(=S)Nc1ccc(F)c(Cl)c1 (stereo not drawn)
    20	2	/	-2	1	-6	-1	7
O=C(Nn1c(-c2ccncc2)nc2ccccc2c1=O)c1ccc(Br)cc1
    -12	-2	/	/	15	1	/	-7
O=C(CCCN1C(=O)/C(=C/c2cccs2)SC1=S)Nc1cc([N+](=O)[O-])ccc1O
    /	3	-9	-5	-3	-10	7	-7
Cc1cc(C)c(CN2CCC(n3nccc3NC(=O)C3CCOC3)CC2)cc1C (stereo not drawn)
    5	1	-4	4	/	/	0	3
O=S(=O)(Nc1ccc(O)c(Sc2nc3ccccc3s2)c1)c1ccc(Cl)cc1
    -24	2	/	-1	19	-14	-1	12
COc1ccc(CN(C)C[C@@H]2Oc3ccc(NS(=O)(=O)c4ccc(OC)cc4)cc3C(=O)N([C@@H](C)CO)C[C@H]2C)cc1
    3	0	-22	6	/	8	44	-12
CCc1ccc(NC(=O)CSc2nc3[nH]ncc3c(=O)[nH]2)cc1
    -25	-2	4	0	-8	/	0	-24
Cc1noc(-c2ccccc2OC(=O)c2ccccc2)n1
    /	-2	/	2	/	-1	0	/
O=C(CSc1nnnn1-c1ccc2c(c1)OCCO2)c1cccc2c1OCCO2
    /	-10	30	-3	/	5	-1	/
